VLA-4 inh – inhibition in a human VLA-4 binding assay. VLA-4 expressing cells, ligand binding flow cytometry. inhibition, % (about 7 µM as worked out from the volumes in the protocol). 0.2% of 330,000 active. AID 2557; in the data active means inhibition above about 50%
CIT2 TOR yeast – yeast TOR pathway CIT2-GFP modulation | 0.065% of 320,000 active | S. cerevisiae CIT2-GFP strain, flow cytometry, 3 h; 100 means same as DMSO wells | GFP response vs DMSO, % at 10 µM;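 active means GFP response relative to DMSO above a set limit, near the screen mean plus 3 SD, cut at about 150% in these data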;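 further: ratio of well median GFP fluorescence to mean of DMSO wells on the plate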
RPL19A TOR yeast – modulators of TOR pathway RPL19A-GFP in S. cerevisiae; S. cerevisiae RPL19A-GFP strain, flow cytometry, 3 h; hits give low values; percent response vs DMSO, % at 10 µM; 0.3% of 330,000 active; AID 2025;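 active means percent response vs DMSO below 50%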;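 further: median channel GFP fluorescence of the barcoded RPL19A-GFP strain; ratio of sample median GFP to plate DMSO average so 100% = DMSO; lower means less RPL19A-GFP as with rapamycin TOR inhibition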
MEP2-GFP yeast – alters MEP2-GFP fluorescence in TOR pathway yeast screen; GFP response vs DMSO, % at 10 µM; 0.51% of 330,000 active; S. cerevisiae MEP2-GFP strain, flow cytometry GFP, 3 h; 100% = DMSO control level; AID 2016;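 active means GFP response versus DMSO above a set limit, roughly screen mean plus 3 SD, cut at about 180% in these data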;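 further: median GFP fluorescence of the barcode-gated MEP2-GFP cells per well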
LAP4 TOR yeast – alters LAP4-GFP fluorescence in TOR pathway yeast screen. GFP response vs DMSO, % at 10 µM. S. cerevisiae LAP4-GFP multiplex, flow cytometry GFP, 3 h; median GFP as percent of DMSO wells. 0.34% of 320,000 active;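 active means GFP response vs DMSO above a set limit, about the screen mean plus 3 SD, cut at about 150% in these data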
GRK2 inh – blocks RNA aptamer binding to human GRK2. AID 488847. inhibition of aptamer binding, % at 10 µM. P25098. bead flow cytometry, FAM-aptamer displacement from GRK2. 0.59% of 330,000 active;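 active means inhibition of aptamer binding above 40%, roughly 3 SD of noise, on plates passing a quality check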;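 further: median bead fluorescence of bound FAM aptamer so fluorescent compounds give negative values; no value below 0 was filed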
Target sequence (P25098 whole entry, looked up): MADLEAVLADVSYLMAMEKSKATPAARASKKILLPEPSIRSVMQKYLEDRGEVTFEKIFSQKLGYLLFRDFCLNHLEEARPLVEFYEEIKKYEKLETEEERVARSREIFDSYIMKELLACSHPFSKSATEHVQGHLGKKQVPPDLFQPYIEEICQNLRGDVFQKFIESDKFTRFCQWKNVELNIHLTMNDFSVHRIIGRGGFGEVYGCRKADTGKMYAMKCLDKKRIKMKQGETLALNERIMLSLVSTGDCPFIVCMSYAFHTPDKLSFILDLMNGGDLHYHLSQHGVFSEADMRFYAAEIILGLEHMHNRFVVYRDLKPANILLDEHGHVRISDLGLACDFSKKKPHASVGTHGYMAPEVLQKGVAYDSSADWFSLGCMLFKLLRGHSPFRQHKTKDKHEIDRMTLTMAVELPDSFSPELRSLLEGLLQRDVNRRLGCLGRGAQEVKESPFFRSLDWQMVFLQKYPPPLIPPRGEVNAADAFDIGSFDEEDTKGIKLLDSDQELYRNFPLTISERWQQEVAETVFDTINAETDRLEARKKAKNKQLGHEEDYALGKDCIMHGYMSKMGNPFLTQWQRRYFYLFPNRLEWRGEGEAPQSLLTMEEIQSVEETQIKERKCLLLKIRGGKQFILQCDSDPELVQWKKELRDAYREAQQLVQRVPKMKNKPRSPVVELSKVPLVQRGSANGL
Yeast superoxide – yeast age-related superoxide inhibition as caloric restriction mimetic; 0.18% of 330,000 active; superoxide response (% of plate mean), % at 10 µM; S. cerevisiae aged cells, superoxide DHE fluorescence; hits give low values;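 active means superoxide response under a set limit, about three screen SD below normal, cut at about 65% in these data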;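 further: yeast aged for seven days with compound at 30 °C before DHE staining; 100% = average MFI of all compound-treated wells on the plate with controls excluded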
AGP1-GFP MLPCN – alters AGP1-GFP fluorescence in TOR pathway yeast screen. S. cerevisiae AGP1-GFP multiplex flow cytometry, 3 h; GFP as percent of DMSO wells. GFP response vs DMSO, % at 10 µM. 0.02% of 320,000 active. AID 2066;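 active means GFP response relative to DMSO above a set limit, near screen average plus 3 SD, cut at about 150% in these data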;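 further: median GFP channel fluorescence of the gated AGP1 strain per well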
Numbers without * were called inactive; . = no result given; [ ] = dose if it differs, or a comment.

Each structure is followed by: RPL19A TOR yeast, VLA-4 inh, AGP1-GFP MLPCN, CIT2 TOR yeast, GRK2 inh, LAP4 TOR yeast, Yeast superoxide, MEP2-GFP yeast
1	CCOc1ccc(Nc2nc(N)c([N+](=O)[O-])c(N3CCN(CC)CC3)n2)cc1
→ 104, -1, 101, 109, 0, 91, 100, 110
2	C[C@H](CO)N1C[C@H](C)[C@@H](CN(C)C(=O)Nc2ccc(C(F)(F)F)cc2)Oc2ccc(NS(=O)(=O)c3cccs3)cc2C1=O
→ 89, 5, 85, 87, 0, 94, 86, 90
3	CCOC(=O)N1CCN(C(=S)NC2CCCC2)CC1
→ 104, -2, 96, 105, 3, 87, 105, 110
4	COCCNC(=O)C(c1cccs1)N(C(=O)Cn1nnc2ccccc21)c1ccccc1 (stereo not drawn)
→ 103, -4, 105, 107, 1, 103, 82, 108
5	CCOC(=O)Cc1c(C)nc(N)[nH]c1=O
→ 110, 16, 103, 102, 0, 106, 97, 107
6	c1ccc(SCc2cn(C[C@H]3CC[C@@H]([C@@H]4CC[C@H](Cn5cc(CSc6ccccc6)nn5)O4)O3)nn2)cc1
→ 100, 4, 89, 90, 2, 101, 97, 96
7	Cc1ccccc1N1C(=O)CC(Nc2ccc3c(c2)OCO3)C1=O (stereo not drawn)
→ 104, 5, 100, 99, 0, 99, 181, 102
8	O=C(N/N=C\c1ccc(-c2ccccc2[N+](=O)[O-])o1)C1COc2ccccc2O1 (stereo not drawn)
→ 96, -6, 98, 90, 0, 97, 110, 98
9	O=c1nc(-c2ccccc2)n(-c2ccccc2)[nH]1
→ 99, 32, 100, 96, 0, 94, 96, 100
10	N#Cc1ccc(N2CCN(C(=O)c3cccc(F)c3)CC2)c(F)c1
→ 101, -4, 101, 101, 0, 105, 109, 104

2 entries from above, tab-delimited.
No.	compound	RPL19A TOR yeast	VLA-4 inh	AGP1-GFP MLPCN	CIT2 TOR yeast	GRK2 inh	LAP4 TOR yeast	Yeast superoxide	MEP2-GFP yeast
2	C[C@H](CO)N1C[C@H](C)[C@@H](CN(C)C(=O)Nc2ccc(C(F)(F)F)cc2)Oc2ccc(NS(=O)(=O)c3cccs3)cc2C1=O	89	5	85	87	0	94	86	90
3	CCOC(=O)N1CCN(C(=S)NC2CCCC2)CC1	104	-2	96	105	3	87	105	110

Next part:
Each structure is followed by: RPL19A TOR yeast, VLA-4 inh, AGP1-GFP MLPCN, CIT2 TOR yeast, GRK2 inh, LAP4 TOR yeast, Yeast superoxide, MEP2-GFP yeast
11	CCn1cc(/C=N/N=C2\CCC3C4CCc5cc(O)ccc5C4CC[C@]23C)c(C)n1 (stereo partly drawn)
→ 96, 10, 95, 100, 0, 98, 88, 93
12	Cc1ccc(C(C[N+](=O)[O-])n2nc(C)cc2C)cc1 (stereo not drawn)
→ 83, 12, 96, 83, 0, 206*, 106, 102
13	CCN(CC)c1ccc(/C=N/NC(=O)c2cccc(N3CCCC3=O)c2)cc1
→ 101, -4, 107, 99, 0, 104, 100, 97
14	CN(C(=O)c1cccs1)c1ccccc1C(=O)O
→ 96, 19, 79, 87, 0, 94, 98, 91
15	Cc1cc(/C=C2/NC(=O)N(c3ccccc3)C2=O)c(C)n1C(C)C
→ 110, 7, 109, 109, 4, 100, 106, 107
16	O=C(CCN1CCN(CCO)CC1)Nc1ccccc1
→ 98, -9, 98, 103, 0, 96, 106, 101
17	CCOC(=O)C1CCN(C(=O)CSC2=NCCS2)CC1
→ 89, 3, 105, 98, 3, 103, 108, 105
18	Cc1ccc(Oc2ccccc2/C=C/C(=O)O)cc1
→ 103, 1, 93, 91, 1, 113, 91, 99
19	O=C(O)Cc1c(O)ccc2ccccc12
→ 88, -2, 86, 76, 2, ., 92, 87
20	CC(C)n1c(=S)[nH]c2ccccc21
→ 102, 11, 108, 111, 2, 105, 86, 111

(list continues)
Each structure is followed by: RPL19A TOR yeast, VLA-4 inh, AGP1-GFP MLPCN, CIT2 TOR yeast, GRK2 inh, LAP4 TOR yeast, Yeast superoxide, MEP2-GFP yeast
21	N#CC1=C(N)NC(SCC(=O)c2ccc(Br)cc2)=C(C#N)C12CCCCC2
→ 99, 6, 98, 99, 6, 107, 93, 137
22	CCOc1ccc(OCc2ccc(C(=O)NCC3CCCO3)o2)cc1 (stereo not drawn)
→ 93, 15, 92, 94, 0, 96, 101, 98
23	NS(=O)(=O)c1ccc(NC(=O)/C=C/c2ccco2)cc1
→ 96, 14, 101, 103, 9, 116, 94, 102
24	N#CCc1nc2ccccc2c(=O)[nH]1
→ 103, 3, 103, 89, 0, 92, 87, 101
25	NC(=O)c1ccccc1NC(=O)CCCc1ccccc1
→ 101, -3, 93, 98, ., 91, 100, 100
26	Cc1ccc(-n2nnnc2SCC(=O)c2c(N)n(CC(C)C)c(=O)n(C)c2=O)cc1
→ 100, 26, 99, 103, 0, 99, 144, 104
27	Cc1noc2ncnc(Sc3ccc(Br)cc3)c12
→ 103, -3, 100, 104, 0, 163*, 104, 108
28	Cc1ccnc(NS(=O)(=O)c2ccc(NC(=O)C3CCCCC3)cc2)n1
→ 95, 1, 95, 94, 0, 95, 82, 98
29	Cn1c(=S)[nH]c2[nH]c(=O)cnc2c1=O
→ 105, 1, 102, 107, 0, 98, 107, 104
30	CCOc1ccc(-n2c(SCC(=O)Nc3cc(C(=O)O)ccc3Cl)nc3ccccc3c2=O)cc1
→ 97, 3, 99, 90, 5, 110, 102, 101

Carrying on:
Each structure is followed by: RPL19A TOR yeast, VLA-4 inh, AGP1-GFP MLPCN, CIT2 TOR yeast, GRK2 inh, LAP4 TOR yeast, Yeast superoxide, MEP2-GFP yeast
31	COc1ccc(C(C)C)cc1S(=O)(=O)Nc1ccccn1
→ 95, 22, 98, 99, 2, 90, 93, 99
32	CCCCCN(C(=O)NC(=O)Nc1cccc(C)c1C)S(C)(=O)=O
→ 108, -6, 101, 104, 0, 102, 92, 105
33	CCOc1cc(NC(=S)NCC2CCCO2)c(OCC)cc1NC(=O)c1ccc(OC)cc1 (stereo not drawn)
→ 80, 7, 98, 97, 0, 116, 90, 111
34	Cc1ccc(NC(=O)CCCn2c(=O)oc3ccccc32)c(O)c1
→ 101[may fluoresce green], 2, 104[may fluoresce green], 102[may fluoresce green], 0, 95[may fluoresce green], 97, 100[may fluoresce green]
35	CC(=O)N/N=C(/C)c1ccc(NC(=O)c2csc(C)c2C)cc1
→ 75, 0, 92, 89, 5, 108, 97, 82
36	Cn1c(-c2ccc(CN3CCCCC3)o2)nc2ccccc21
→ 101, 20, 106, 99, 0, 91, 107, 97
37	COc1ccc(CCn2c(NCc3ccco3)nc3c2c(=O)[nH]c(=O)n3C)cc1
→ 96, 9, 100, 94, 0, 102, 97, 98
38	Clc1cncc(Cl)c1NNc1c2ccccc2nc2ccccc12
→ 96, 20, 90, 95, 2, 95, 97, 94
39	c1csc(-c2nnc(Cc3cccc4ccccc34)o2)c1
→ 96, 12, 90, 77, 0, 107, 97, 95
40	Cc1ccc(CNC(=O)c2cc3c(s2)CS(=O)(=O)C3)cc1
→ 102, 5, 105, 100, 0, 103, 82, 106

(further entries)
Each structure is followed by: RPL19A TOR yeast, VLA-4 inh, AGP1-GFP MLPCN, CIT2 TOR yeast, GRK2 inh, LAP4 TOR yeast, Yeast superoxide, MEP2-GFP yeast
41	COCC(C)N1CCC(n2nccc2NC(=O)CCOc2ccccc2)CC1 (stereo not drawn)
→ 106, 14, 103, 104, 0, 102, 97, 102
42	CC1(C)CC(C(CC(=O)Nc2nccs2)c2ccccc2)CCO1 (stereo not drawn)
→ 108, -8, 95, 100, 2, 80, 83, 92
43	COc1ccc(/C=C/C(=O)NC(C)C)cc1Br
→ 98, 8, 90, 96, 1, 96, 75, 96
44	CCn1c(=O)c2cc(C(=O)Nc3cccc(C(C)=O)c3)sc2c2ccccc21
→ 98, 7, 102, 97, 1, 95, 109, 100
45	CCOCCCNC(=O)C1c2ccccc2Oc2ccccc21
→ 101, -11, 101, 99, 0, 99, 105, 110
46	S=C(NCc1ccccc1)Nc1ccc2ccccc2c1
→ 104, -6, 84, 95, 4, 81, 72, 98
47	NS(=O)(=O)c1ccc(NC(=O)CN2CCCC2)cc1
→ 99, 2, 107, 98, 3, 104, 90, 98
48	COc1cnc(-c2ccccn2)nc1Oc1cccc(Cl)c1
→ 94, 0, 94, 96, 2, 103, 97, 103
49	Fc1cccc(CSc2nc3ccncc3[nH]2)c1
→ 101, 5, 89, 94, 0, 109, 101, 99
50	CC(C)OP(=O)(OC(C)C)C(Nc1ccc(C(=O)O)cc1)c1ccccc1 (stereo not drawn)
→ 98, 1, 104, 98, 1, 106, 104, 99

(further entries)
Each structure is followed by: RPL19A TOR yeast, VLA-4 inh, AGP1-GFP MLPCN, CIT2 TOR yeast, GRK2 inh, LAP4 TOR yeast, Yeast superoxide, MEP2-GFP yeast
51	Cn1c(=NC(=O)C2CCCCC2)sc2cc([N+](=O)[O-])ccc21
→ 101, 17, 101, 94, 3, 94, 96, 102
52	CCN(CC)C(=S)SCC(=O)Nc1ccc(S(N)(=O)=O)cc1
→ 99, 15, 112, 108, 0, 105, 101, 108
53	CCOC(=O)C(C(=O)c1ccccc1)C1CC(C)NC(=S)N1 (stereo not drawn)
→ 102, -15, 100, 97, 1, 89, 99, 95
54	O=C1C=C(NC2CC2)C2(CCCCC2)O1
→ 102, 16, 107, 106, 2, 102, 105, 105
55	Cc1cccc(Cn2c(C(=O)OC(C)C)cc3c2ccn3C)c1
→ 102, -2, 101, 96, 4, 105, 104, 103
56	C[C@@]12CCC[C@@](C)(C(=O)O)C1CC[C@@]13C[C@@H](NCc4ccccc4)[C@@](C)(CCC12)C3 (stereo partly drawn)
→ 95, 17, 103, 103, 4, 104, 81, 94
57	O=S(=O)(NCC1(N2CCOCC2)CCCCC1)c1ccc(F)cc1
→ 99, 14, 107, 94, 1, 120, 104, 97
58	NC(=O)CSc1nnc(Cc2ccc3c(c2)OCO3)o1
→ 100, -3, 97, 95, 0, 109, 88, 94
59	CCc1ccc(C(=O)COC(=O)c2cccs2)cc1
→ 105, -2, 100, 94, 1, 115, 121, 93
60	O=C(COc1ccccc1)NCC(=O)N1CCCCCC1
→ 92, 20, 101, 102, 0, 97, 104, 106

Later entries.
Each structure is followed by: RPL19A TOR yeast, VLA-4 inh, AGP1-GFP MLPCN, CIT2 TOR yeast, GRK2 inh, LAP4 TOR yeast, Yeast superoxide, MEP2-GFP yeast
61	O=c1o[nH]c(-c2ccccc2)c1N=Nc1c(F)cccc1Cl
→ 104, 8, 99, 100, 3, 93, 105, 103
62	CCCN(CC(=O)Nc1ccccc1OC)C(=O)c1ccc2c(c1)NC(=O)C(C)S2 (stereo not drawn)
→ 96, -2, 100, 96, 0, 108, 79, 103
63	Clc1ccc(CNc2cnccn2)cc1
→ 103, 10, 103, 104, 2, 84, 98, 104
64	Cc1cccc(C)c1N1CCN(S(=O)(=O)c2ccc(F)cc2)CC1
→ 95, 0, 102, 96, 0, 103, 97, 99
65	O=c1[nH]c(CSc2nnc3ccccn23)nc2ccccc12
→ 98, 0, 96, 93, 1, 95, 104, 87
66	CC12CN3CCN(CC(C3)/C1=N\NC(=O)c1ccccc1N)C2
→ 101, 11, 105, 96, 0, 102, 104, 103
67	CN1C(=S)SC(N(O)C=C2C=CC(=O)C=C2)C1(C)C (stereo not drawn)
→ 100, -11, 104, 106, 1, 99, 107, 103
68	O=C(NCC1CCCO1)C1CC(=O)N(c2ccc(Cl)cc2)C1 (stereo not drawn)
→ 83, -4, 78, 92, 3, 75, 92, 85
69	CCOC(=O)c1c(NC(=O)COC(=O)Cn2c(C)nc3ccccc32)sc2c1CCCC2
→ 96, 11, 100, 100, 2, 103, 110, 91
70	COc1ccc(C(=O)Nn2cnc3ccccc3c2=O)cc1[N+](=O)[O-]
→ 94, 12, 97, 102, 0, 93, 106, 93
71	COc1ccc(NC(=O)/C(C#N)=C/c2ccc(-c3ccc(Cl)c(C(=O)O)c3)o2)cc1
→ 101, 8, 100, 103, 13, 91, 99, 101
72	CC(=O)c1ccc(Oc2cc(-c3ccccc3)nc(-c3ccccc3)n2)cc1
→ 101, 23, 101, 104, 0, 96, 97, 103

Assay outcomes deposited in PubChem BioAssay by NMMLSC.
